ARFGAP1 inh = rat ARFGAP1 inhibition. Arfgap1-stimulated ARF1 GTP hydrolysis, GDP FP detection. inhibition, % at 16.5 µM. Q62848. hit rate 0.26% among 360,000;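 active = inhibition above a per-plate limit, mean inhibition of low control wells plus 3 SD, cut at about 25% in these data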;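 note: 0% = DMSO wells with enzyme and 100% = wells lacking Arfgap1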
Target sequence (Q62848 1-136 limits assumed): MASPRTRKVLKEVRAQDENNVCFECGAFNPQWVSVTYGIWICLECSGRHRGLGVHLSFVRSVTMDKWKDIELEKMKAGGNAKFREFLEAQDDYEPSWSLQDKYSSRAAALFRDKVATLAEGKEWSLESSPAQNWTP
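Material – truncated rat Arfgap1 GAP domain · Buffer or medium – HEPES-based buffer, pH 7.5 · Reagent – human ARF1(Δ1-17)-GTP substrate · Dosing – 16.5 µM single point, 1.26% DMSO · Schedule – GTP hydrolysis reaction 2 h at 25 °C · Technique – GDP detection by fluorescence polarization · Benchmarks – No-Arfgap1 wells (100%) versus DMSO full-reaction wells (0%) · Repeats – single replicate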
LEDGF integ inh = blocks HIV-1 LEDGF/p75-dependent DNA integration. TR-FRET IN-LEDGF/p75 DNA integration, Eu/Cy5. hit rate 0.64% among 370,000. inhibition, % at 3.7 µM;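 active = inhibition above the screen-wide mean plus 3 SD, cut at about 13% in these data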;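 note: signal is the Cy5 over europium emission ratio at 671 and 618 nm; 0% = plate median of compound wells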
DDE Tn7 FP inh = inhibitors of Tn7 peptide binding to human fibrin DD(E). FP displacement of FITC-Tn7 peptide from fibrin DD(E); 0% = median of compound wells per plate. AID 720508. P02675. inhibition, % at 8.3 µM. hit rate 0.13% among 370,000;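 active = inhibition above the mean of compounds falling within the control limits plus 3 SD of them, cut at about 14% in these data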;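 note: 0% = plate median of compound wells and 100% = 10 µM Aha-Tn7 peptide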
Target sequence (P02675 whole entry, looked up): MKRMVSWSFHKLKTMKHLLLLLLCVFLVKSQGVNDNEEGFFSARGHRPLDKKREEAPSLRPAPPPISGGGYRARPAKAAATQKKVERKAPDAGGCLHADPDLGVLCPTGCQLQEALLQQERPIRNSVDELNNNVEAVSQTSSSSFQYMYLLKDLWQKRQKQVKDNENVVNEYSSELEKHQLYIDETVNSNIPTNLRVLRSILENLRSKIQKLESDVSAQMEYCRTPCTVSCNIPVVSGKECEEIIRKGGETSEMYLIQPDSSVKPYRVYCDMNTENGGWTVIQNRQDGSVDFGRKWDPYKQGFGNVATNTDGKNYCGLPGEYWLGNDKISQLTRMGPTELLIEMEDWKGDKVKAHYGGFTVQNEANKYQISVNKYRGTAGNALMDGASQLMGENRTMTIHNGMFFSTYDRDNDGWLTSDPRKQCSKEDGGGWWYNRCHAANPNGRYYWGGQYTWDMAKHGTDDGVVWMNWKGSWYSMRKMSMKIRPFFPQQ
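Test system: human clot-derived fibrin DD(E) complex / Quantity: 2 µM final DD(E) protein / Incubation: 10 min plus 3 h, room temperature / Measured by: fluorescence polarization / Benchmarks: high control of 10 µM Aha-Tn7 peptide / Replicates: singlicate testing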
ADAM10 inh = inhibits human ADAM10; recombinant ADAM10, EDANS/DABCYL FRET peptide cleavage, 3 h; inhibition, % at 7 µM; hit rate 0.62% among 370,000; O14672;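 active = inhibition above a per-campaign cutoff equal to the mean of compounds falling between control-based bounds plus 3 SD, cut at about 20% in these data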;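 note: 0% = DMSO wells while the 100% control is not disclosed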
TDP2 absorb = blocks human TDP2 phosphodiesterase activity; O95551; recombinant TDP2, T5PNP hydrolysis, p-nitrophenol absorbance 415 nm; inhibition, % at 12.8 µM; hit rate 0.34% among 370,000; AID 720702;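 active = inhibition above the mean of all tested compounds plus 3 SD, set per campaign, cut at about 25% in these data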;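 note: 0% = DMSO with enzyme and 100% = buffer with substrate but no TDP2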
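System: recombinant human TDP2 / Amount: 120 nM TDP2 per well / Also added: 5 mM T5PNP chromogenic substrate / Doses: 12.8 µM single point, 1% DMSO / Incubation: 2 h at 37 °C / Detection: p-Nitrophenol epi absorbance / Evaluation: % inhibition relative to enzyme-containing and enzyme-free wells / Repeats: singlicate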
ADAM17 inh = ADAM17 inhibition, QFRET primary screen | P78536 | recombinant ADAM17, EDANS/DABCYL FRET peptide cleavage | inhibition, % at 6.95 µM | hit rate 0.83% among 370,000;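 active = inhibition above the mean of compounds lying between control limits plus 3 SD, set per campaign, cut at about 8.5% in these data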;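 note: 0% = DMSO-only wells as the low control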
ASAP1 GAP inh = ASAP1 ArfGAP inhibition; Q9ULH1; ASAP1-stimulated ARF1 GTP hydrolysis, GDP FP detection; inhibition, % at 16.5 µM; hit rate 0.19% among 360,000; AID 624377; in the data active = inhibition above about 25%;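 note: 0% = vehicle with enzyme and substrate and 100% = no enzyme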
proKLK7 act = activators of human kallikrein-7 zymogen. hit rate 0.9% among 370,000. activation, % at 7 µM. purified proKLK7, EDANS-DABCYL substrate fluorescence; 100% is mature enzyme control, 0% vehicle;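 active = activation above the mean of all tested compounds plus 3 SD, computed per campaign excluding outliers beyond control limits, cut at about 13% in these data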
Target sequence (P49862 whole entry, looked up): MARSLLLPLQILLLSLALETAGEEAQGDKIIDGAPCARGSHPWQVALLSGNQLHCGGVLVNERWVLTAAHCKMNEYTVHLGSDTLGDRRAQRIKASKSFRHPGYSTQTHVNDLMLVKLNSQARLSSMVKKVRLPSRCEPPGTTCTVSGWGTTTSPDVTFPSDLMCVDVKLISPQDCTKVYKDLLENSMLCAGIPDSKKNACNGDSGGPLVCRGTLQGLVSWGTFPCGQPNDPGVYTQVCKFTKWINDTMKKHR
PLC-gamma1 inh = PLC-gamma1 (human) inhibition, primary screen. P19174. purified PLC-gamma1, fluorogenic substrate, fluorescence. inhibition, % at 12.2 µM. hit rate 0.84% among 370,000. AID 720700; in the data active = inhibition above about 9.5%
Tn6 DDE FP = inhibitors of Tn6 peptide binding to human fibrin DD(E); Fibrin DD(E) TRITC-Tn6 fluorescence polarization displacement; inhibition, % at 8.3 µM; hit rate 0.21% among 370,000; AID 720509;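 active = inhibition above a per-campaign cutoff: mean of compounds within control limits plus 3 SD, cut at about 15% in these data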;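 note: 0% = median of all compound wells on the plate and 100% = blocking peptide control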
Active calls of the source: *; i = inactive. An excerpt; rates above refer to the full screens.

cpd	molecule	ARFGAP1 inh	LEDGF integ inh	DDE Tn7 FP inh	ADAM10 inh	TDP2 absorb
1	CCOC(=O)C(NC(C)=O)C(OC(C)=O)c1cccc(N(CCCl)CCCl)c1 (stereo not given)	2	0	1	-12	0
2	CN1CCc2cc3c(cc2C1)OCO3	15	3	-6	-31	-16
3	CCCC(=O)N(C)C1=Nc2ccc(Cl)cc2C(c2ccccc2)=[N+]([O-])C1	5	1	5	-1	3
4	O=C(Cc1ccccc1)N1CCN(CC2CC=CCC2)CC1 (stereo not given)	6	2	4	-4	8
5	CCNCC1(c2ccc(OC)c(OC)c2)CCCC1	-13	-3	6	2	-6
6	CC(=O)c1cccc(NC2=NCC(C)S2)c1 (stereo not given)	5	-3	3	-11	1
7	CCCC(C)CC1(CCO)C(=O)NC(=S)NC1=O (stereo not given)	6	1	3	-12	3
8	COC(=O)C(O)(c1ccc(NC(=O)c2ccco2)c(OC)c1)C(F)(F)F (stereo not given)	0	-2	0	14	-11
9	C=CCn1c(O)c(C(C)=NCCN2CCOCC2)c(=O)[nH]c1=O	2	-2	-5	3	-7
10	Cc1cc(=O)oc2cc(OCC(=O)N3CCC(C(=O)O)(c4ccccc4)CC3)ccc12	0	-2	1	-189	11
11	COc1ccc2c(c1)[nH]c1c(C)nccc12	12	-2	2	i	9
12	O=C1C2C3CCC(O3)C2C(=O)N1CCO (stereo not given)	-5	0	2	2	0

cpd	ADAM17 inh	ASAP1 GAP inh	proKLK7 act	PLC-gamma1 inh	Tn6 DDE FP
1	-6	9	-0.4	-2	14
2	-2	0	1.1	-12	-6
3	-2	5	-0.4	-7	1
4	-3	5	-0.1	2	-3
5	-6	2	-0.1	-5	-3
6	-4	2	-0.4	0	8
7	-2	0	0.1	2	4
8	0	-9	0.2	1	-4
9	0	0	0.9	0	-1
10	-53	2	0.7	-12	-2
11	-336	0	47*	i	0
12	0	-13	0.5	1	3

More records:
cpd	molecule	ARFGAP1 inh	LEDGF integ inh	DDE Tn7 FP inh	ADAM10 inh	TDP2 absorb
13	CN(C)c1ccc(/C=C2/C(=N\O)C3CCN2CC3)cc1	-2	0	4	-56	-15
14	Cc1ccc2c(CN3CC=C(c4ccccc4)CC3)cc(=O)oc2c1C	15	2	3	-5	8
15	O=c1oc2ccccc2c(O)c1C(c1ccccn1)c1c(O)c2ccccc2oc1=O	6	-3	-2	-14	-22
16	CCCCOCCCN1C(C)=CC(=C2C(=O)NC(=S)NC2=O)C=C1C	-4	-1	-7	-8	9
17	CSc1ncc(CN2CCCC(C(=O)c3ccccc3SC)C2)cn1 (stereo not given)	-2	0	0	3	-5
18	CCOc1ccccc1CN1CCCC(C(=O)c2cc(F)ccc2F)C1 (stereo not given)	9	4	-2	-4	3
19	CP(=O)(O)CN1CCCCC1	21	2	-1	-6	10
20	CC1=C(C/C(C)=C/c2ccccc2)/C(=C/CO)[C@H](O)[C@](C)(O)C12CC2	10	1	-6	6	-4
21	O=c1c2ccccc2nc(-c2ccccc2)n1-c1nccs1	4	3	3	-7	3
22	COC(=O)C1=C(c2ccc(C(C)=O)cc2)C[C@@H]2CC[C@H]1N2C(=O)NCCCOC(C)C	-12	0	4	-2	11
23	CC(Cc1ccccc1)NCCC(c1ccccc1)c1ccccc1 (stereo not given)	11	-1	-1	-2	1
24	CC1CC(OP(O)(=S)c2ccc(N(C)C)cc2NC(=O)c2cccs2)CC(C)(C)C1 (stereo not given)	-5	-10	-5	-5	-17

cpd	ADAM17 inh	ASAP1 GAP inh	proKLK7 act	PLC-gamma1 inh	Tn6 DDE FP
13	-22	6	56*	-111	-6
14	-6	-2	-0.2	-12	1
15	-4	2	-0.7	-2	-12
16	-5	-12	0.1	-2	0
17	-3	1	-0.7	2	-1
18	3	2	-0.1	5	-2
19	-1	-6	-0.2	0	0
20	2	-3	0.2	-3	-1
21	-1	4	0.1	-9	2
22	-4	-1	-0.7	1	-4
23	-7	9	-0.2	2	1
24	0	-5	0.1	-12	1

2 compounds from above with just PLC-gamma1 inh, ADAM10 inh and proKLK7 act.
#	SMILES	PLC-gamma1 inh	ADAM10 inh	proKLK7 act
22	COC(=O)C1=C(c2ccc(C(C)=O)cc2)C[C@@H]2CC[C@H]1N2C(=O)NCCCOC(C)C	1	-2	-0.7
16	CCCCOCCCN1C(C)=CC(=C2C(=O)NC(=S)NC2=O)C=C1C	-2	-8	0.1

3 compounds from above, arranged by length of the SMILES, lowest first.
cpd	molecule	ARFGAP1 inh	LEDGF integ inh	DDE Tn7 FP inh	ADAM10 inh	TDP2 absorb
13	CN(C)c1ccc(/C=C2/C(=N\O)C3CCN2CC3)cc1	-2	0	4	-56	-15
15	O=c1oc2ccccc2c(O)c1C(c1ccccn1)c1c(O)c2ccccc2oc1=O	6	-3	-2	-14	-22
20	CC1=C(C/C(C)=C/c2ccccc2)/C(=C/CO)[C@H](O)[C@](C)(O)C12CC2	10	1	-6	6	-4

cpd	ADAM17 inh	ASAP1 GAP inh	proKLK7 act	PLC-gamma1 inh	Tn6 DDE FP
13	-22	6	56*	-111	-6
15	-4	2	-0.7	-2	-12
20	2	-3	0.2	-3	-1

The list goes on:
cpd	molecule	ARFGAP1 inh	LEDGF integ inh	DDE Tn7 FP inh	ADAM10 inh	TDP2 absorb
25	O=C(c1cccc(C(F)(F)F)c1)C1CCCN(Cc2ncc[nH]2)C1 (stereo not given)	12	0	0	0	-8
26	CCCCNS(=O)(=O)c1ccc(OCC(=O)N2CCN(Cc3ccc4c(c3)OCO4)CC2)cc1	5	1	-1	1	1
27	CCOP(=O)(OCC)C(C)(C)NC(=O)C(Cl)(Cl)Cl	15	1	-1	3	-5
28	Cc1ccc(-n2c(O)c(C=Nc3ccc(S(=O)(=O)N(C)C)cc3)c(=O)[nH]c2=O)cc1	3	-2	4	-5	6
29	O=C(O)c1cn(Cc2ccccc2)nc1-c1ccccc1	5	3	-6	2	7
30	CCOC(=O)c1ccc(N=Cc2c(O)n(-c3ccccc3F)c(=S)[nH]c2=O)cc1	9	-2	3	1	2
31	O=c1c2ccccc2nc(-c2ccco2)n1-c1ccc(Br)cc1	1	1	-3	-2	2
32	COC(=O)C1=C(c2ccccc2OCc2ccccc2)C[C@@H]2CC[C@H]1N2C(=O)NCc1ccccc1	9	-4	6	8	-8
33	CN1C(=O)C(c2ccc([N+](=O)[O-])cc2[N+](=O)[O-])C(=O)N(C)C1=O	-2	-2	0	2	-6
34	COc1ccc(/C=N\N=C(N)N)cc1	8	0	1	1	3
35	c1cncc(C2CC(c3cccs3)n3ncnc3N2)c1 (stereo not given)	4	2	-2	-66	2
36	O/N=C1/C(=C\c2ccccc2)N2CCC1CC2	-8	-3	6	-2	-4

cpd	ADAM17 inh	ASAP1 GAP inh	proKLK7 act	PLC-gamma1 inh	Tn6 DDE FP
25	-4	0	0.2	-2	-2
26	3	5	0.0	1	-10
27	2	-19	-0.9	3	-5
28	-10	-4	-0.5	-10	-2
29	0	0	-0.4	0	-1
30	0	-10	0.3	-5	-5
31	0	2	0.1	7	-1
32	3	-5	0.4	2	5
33	0	-9	-0.4	2	2
34	0	-5	0.4	1	-2
35	-17	0	-0.4	-4	-8
36	-2	13	0.4	-2	7

(next part)
cpd	molecule	ARFGAP1 inh	LEDGF integ inh	DDE Tn7 FP inh	ADAM10 inh	TDP2 absorb
37	CCc1ccc(N2C(=O)NC(=O)/C(=C\c3cccn3CCOc3ccc(C(C)C)cc3)C2=O)cc1	-9	-1	2	-3	8
38	C[C@]12CCC(OC(=O)CCC(=O)O)CC1=CCC1C2CC[C@]2(C)C(=O)CCC12 (stereo not given in full)	3	4	-5	1	-15
39	CC(O)C1C=CC=CC(=O)OC2CC3OC4C5OC5(C)C(O)CC4(COC(=O)C(O)C(C)CCO1)C2(C)C31CO1 (stereo not given)	4	1	0	-4	1
40	CCC(C)C1(CC)C(=O)NC(=O)N=C1N (stereo not given)	11	-5	8	-2	5
41	CCOC(=O)[C@]12Cc3cc(Cl)ccc3[C@H]1N(C)C(=O)c1ccccc12	10	2	0	0	-14
42	C[N+]12CCC(CC1)C(C(O)(c1ccccc1)c1cccs1)C2 (stereo not given)	-1	1	-2	12	-2
43	O=C(NCc1ccc(C(=O)N2CCC3(CC2)OCCO3)cc1)c1ccc2c(c1)OCO2	-2	-5	-2	-6	-2
44	COc1ccc(-n2nnnc2C(c2ccnc3ccccc23)N2CCC(n3c(=O)[nH]c4ccccc43)CC2)cc1 (stereo not given)	1	4	1	11	-1
45	Cn1cc(Br)c(C(=O)Nc2ccc3c(C(F)(F)F)cc(=O)oc3c2)n1	22	1	-1	-266	2
46	COc1cc2c(c(OC)c1OC)-c1ccc(C(=O)O)cc1[C@@H](NC(C)=O)CC2	-10	1	0	-2	7
47	COc1ccc(N=Cc2c(O)n(CC3CCCO3)c(=O)[nH]c2=O)cc1 (stereo not given)	5	-4	1	-1	-2
48	COC(=O)C(O)(c1ccc(N(C)C(=O)COc2ccccc2)cc1)C(F)(F)F (stereo not given)	12	2	11	1	3
49	CC(C)(C)C(=O)N1Cc2cc(-c3cccc(F)c3)ccc2-n2nncc2C1	-20	4	7	0	5
50	COCc1ccc(CN2CCCC(C(=O)c3sccc3C)C2)o1 (stereo not given)	7	-4	-2	1	-6
51	O=C(CCCc1ccc(N(CCCl)CCCl)cc1)NCc1ccccc1	-2	-2	2	-9	-6

cpd	ADAM17 inh	ASAP1 GAP inh	proKLK7 act	PLC-gamma1 inh	Tn6 DDE FP
37	-5	-9	0.5	2	-11
38	-2	5	-0.5	2	4
39	-2	15	-0.3	1	3
40	-2	-2	0.2	-1	6
41	6	-10	-0.1	6	-3
42	1	9	0.1	2	-11
43	-4	22	-0.1	3	-4
44	3	7	0.7	5	-5
45	-70	17	-15	-80	-3
46	-3	11	-0.4	0	2
47	0	4	-1.0	-5	1
48	0	1	0.1	1	-2
49	-4	1	0.3	1	10
50	0	1	0.8	-3	4
51	2	-16	0.6	-3	5

Compound activity deposited in PubChem BioAssay by The Scripps Research Institute Molecular Screening Center.
